# Screening results: PubChem, several laboratories
# NR2F2 inh = NR2F2 transcriptional activity inhibitors, primary screen, cell-based, luciferase reporter, HEK293T, luminescence; COUP transcription factor 2 (Homo sapiens), P24468; HEK293T NGFI-A luciferase reporter; inhibition, % at 8.6 µM; 370,000 compounds, 0.7% hits; AID 686940, 2013;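 active = inhibition above a per-plate cutoff, mean inhibition of test wells between control levels plus 3 SD, cut at about 38% in these data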;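 note: cells cotransfected with COUP-TFII expression vector driving the NGFI-A reporter; 0% = median of COUP-TF2 test wells and 100% = reporter-only cells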
# NOD2 RIPK2 PPI = NOD2-RIPK2 binding disruptors in cells, primary screen, fluorescence, CHO cells, BLA complementation. CCF4 ratio. 360,000 compounds, 0.38% hits. AID 624267, 2012. Receptor-interacting serine/threonine-protein kinase 2 (Homo sapiens), O43353. inhibition, % at 4.98 µM; in the data active = inhibition above about 21%;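 note: 0% = vehicle only and 100% = reference blocker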
# SRC1 inh = SRC1 coactivator transcriptional activity inhibitors, primary screen, cell-based, luminescence. Nuclear receptor coactivator 1 (Homo sapiens), Q15788. HEK293 GAL4-SRC1 luciferase reporter. inhibition, % at 3.6 µM. 360,000 compounds, 0.12% hits;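 active = inhibition above the campaign mean plus 3 SD, with each screening campaign given its own cutoff, cut at about 60% in these data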;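 note: 0% = DMSO treated cells and 100% = gossypol at 36 µM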
# LMP1 NFkB inh = EBV LMP1-driven NF-kappaB luciferase reporter inhibitors, primary screen, cell-based, luminescence, single point; LMP1-induced NF-kappaB luciferase reporter cells; inhibition, % at 12.5 µM; 350,000 compounds, 0.69% hits; in the data active = inhibition above about 41%;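 note: 0% = neutral control wells and 100% = reference inhibitor control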
# NCOA3 inh = SRC3 coactivator transcriptional activity inhibitors, primary screen, cell-based, luminescence | 360,000 compounds, 0.17% hits | Nuclear receptor coactivator 3 (Homo sapiens), Q9Y6Q9 | inhibition, % at 3.6 µM | HEK293 GAL4-SRC3 luciferase reporter;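 active = inhibition above a per-campaign cutoff, the mean of all compounds plus 3 SD, cut at about 60% in these data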;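 note: 0% = DMSO-treated cells and 100% = gossypol-treated cells at 36 µM; higher means less SRC3-driven luciferase light from the GAL4 reporter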
# TRAIL sens C8 = viability loss with TRAIL in NB7+C8 cells, primary screen, TRAIL sensitizer project, cell-based, ATPlite luminescence. 360,000 compounds, 1% hits. inhibition (viability loss, TRAIL sensitization), % at 10 µM;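 active = compounds causing at least 50% loss of cell viability in the single-dose screen, relative to plate controls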
# TROY NFkB inh = inhibitors of TROY-driven NF-kB signaling, primary screen, Q293 LMP1-TROYcd cells, NF-kB luciferase, uHTS; 360,000 compounds, 0.98% hits; AID 1347056, 2019; Q293 LMP1-TROYcd NF-kB luciferase reporter, 4 h; inhibition, % at 10 µM;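 active = compounds whose plate-normalised and pattern-corrected inhibition of the luciferase reporter signal at the single screening dose is 50% or more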
# TWEAK Fn14 block = inhibitors of TWEAK-Fn14 signaling, primary screen, luciferase reporter cells, uHTS | TWEAK-stimulated Fn14 reporter cells, luciferase luminescence, 8 h | inhibition, % at 10 µM | 360,000 compounds, 2% hits | AID 1159606, 2016; in the data active = inhibition above about 50%
# NR5A2 inv ag = LRH-1 (NR5A2) inverse agonists, primary screen, cell-based, luminescence, HEK293T, StAR-luciferase reporter; AID 602396, 2012; 360,000 compounds, 0.13% hits; LRH-1 transfected, 24 h; Nuclear receptor subfamily 5 group A member 2 (Homo sapiens), O00482; inhibition, % at 3.6 µM;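 active = inhibition above the mean inhibition of all tested compounds plus 3 SD, cut at about 73% in these data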;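 note: 0% = DMSO wells and 100% = reporter-only cells lacking LRH-1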
# NCOA2 inhibitor = inhibition of GAL4-SRC2 driven luciferase reporter, primary screen, SRC2 inhibitor project, cell-based, luminescence; 370,000 compounds, 0.17% hits; HEK293 GAL4-SRC2 luciferase reporter; inhibition, % at 9 µM; AID 651957, 2012; Nuclear receptor coactivator 2 (Homo sapiens), Q15596;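 active = inhibition above the mean inhibition of all tested compounds plus 3 SD, set per campaign, cut at about 52% in these data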;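 note: 0% = DMSO treated cells and 100% = cells given Gossypol at 36 µM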
# TLR9-MyD88 inh = inhibitors of TLR9-MyD88 association in cells, primary screen, cell-based, CHO, BLA complementation, fluorescence | Toll-like receptor 9 (Homo sapiens) + Myeloid differentiation primary response protein … | CCF4 FRET ratio | inhibition, % at 4.98 µM | 340,000 compounds, 0.21% hits;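 active = inhibition above the mean over all tested compounds plus 3 SD, cut at about 21% in these data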;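 note: 0% = DMSO only wells and 100% = clavulanate BLA inhibitor control wells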
# Target sequence (Q99836 whole entry, looked up): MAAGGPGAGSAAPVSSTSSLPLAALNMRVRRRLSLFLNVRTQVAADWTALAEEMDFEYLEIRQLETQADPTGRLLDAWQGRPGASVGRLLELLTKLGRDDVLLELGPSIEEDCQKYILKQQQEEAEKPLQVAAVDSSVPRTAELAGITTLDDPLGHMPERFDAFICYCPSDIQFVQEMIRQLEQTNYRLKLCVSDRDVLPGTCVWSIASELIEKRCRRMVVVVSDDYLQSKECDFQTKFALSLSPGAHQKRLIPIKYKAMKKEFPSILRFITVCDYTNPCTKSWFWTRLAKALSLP
# Target sequence (Q9NR96 whole entry, looked up): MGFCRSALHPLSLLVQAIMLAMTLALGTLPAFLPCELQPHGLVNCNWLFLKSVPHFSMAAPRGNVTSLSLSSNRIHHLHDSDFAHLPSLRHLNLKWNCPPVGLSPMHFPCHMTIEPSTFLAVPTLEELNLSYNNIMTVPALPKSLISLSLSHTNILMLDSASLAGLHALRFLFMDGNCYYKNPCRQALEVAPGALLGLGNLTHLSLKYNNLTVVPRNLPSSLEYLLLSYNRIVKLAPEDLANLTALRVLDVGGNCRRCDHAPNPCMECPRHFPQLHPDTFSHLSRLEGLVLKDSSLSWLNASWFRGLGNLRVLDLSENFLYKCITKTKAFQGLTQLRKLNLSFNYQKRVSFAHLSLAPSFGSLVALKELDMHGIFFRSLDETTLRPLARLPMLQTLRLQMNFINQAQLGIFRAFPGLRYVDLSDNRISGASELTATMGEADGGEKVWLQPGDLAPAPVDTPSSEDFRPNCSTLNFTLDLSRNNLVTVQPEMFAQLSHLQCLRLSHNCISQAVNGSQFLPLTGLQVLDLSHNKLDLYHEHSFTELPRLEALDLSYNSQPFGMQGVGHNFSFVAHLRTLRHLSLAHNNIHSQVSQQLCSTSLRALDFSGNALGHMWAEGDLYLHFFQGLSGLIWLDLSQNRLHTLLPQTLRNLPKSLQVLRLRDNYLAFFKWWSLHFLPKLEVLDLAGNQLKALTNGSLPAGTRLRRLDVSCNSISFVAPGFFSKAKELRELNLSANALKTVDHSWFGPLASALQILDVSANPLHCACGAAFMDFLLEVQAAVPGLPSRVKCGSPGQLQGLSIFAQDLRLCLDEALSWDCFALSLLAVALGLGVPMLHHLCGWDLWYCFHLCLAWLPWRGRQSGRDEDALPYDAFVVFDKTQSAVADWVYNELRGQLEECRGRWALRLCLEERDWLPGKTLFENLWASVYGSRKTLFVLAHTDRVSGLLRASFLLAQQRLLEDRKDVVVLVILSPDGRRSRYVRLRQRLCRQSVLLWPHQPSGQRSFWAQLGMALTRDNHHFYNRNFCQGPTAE
# Starred values were filed as active, the others as inactive; . = not tested or not shown.
SMILES,NR2F2 inh,NOD2 RIPK2 PPI,SRC1 inh,LMP1 NFkB inh,NCOA3 inh,TRAIL sens C8,TROY NFkB inh,TWEAK Fn14 block,NR5A2 inv ag,NCOA2 inhibitor,TLR9-MyD88 inh
CC(=O)N1CCOc2ccc(S(=O)(=O)N3CCC(C(=O)Nc4ccc(F)cc4)CC3)cc21,6,-7,-38,5,-6,-5,-5,7,12,17,3
O=C1N/C(=N/c2ccccn2)SC1Cc1ccccc1 (stereo not drawn),-15,-3,-7,4,-6,47,-24,-6,3,-21,4
Cc1cc(O)ccc1NC(=S)NC(=O)c1cncc(Br)c1,9,5,-10,-1,-18,1,-11,-7,3,-5,2
COc1ccc(CC(=O)Nc2nc(C)cs2)cc1S(=O)(=O)N1CCOCC1,-5,-2,-11,5,-5,0,1,-8,-25,-13,7
O=c1c2oc3ccccc3c2[nH]c(=S)n1-c1ccc(F)cc1,15,-7,-4,-3,-16,-3,-18,6,11,-21,0
COc1ccc(CN2CC(C(=O)NCCCOC(C)C)CC2=O)cc1 (stereo not drawn),6,-10,-15,-5,12,-10,13,6,12,-18,-8
CC(C)NC(=O)C(=O)N/N=C/c1ccco1,-4,0,-9,-8,3,1,17,11,16,-19,0
Cc1cccc(C)c1NC(=O)COc1cccc(/C=N/NC(=O)C(=O)NCc2ccccc2)c1,21,-1,-14,6,25,-8,2,-1,-10,7,5
COc1ccc(NC(=O)c2cnc(SCC(=O)NCCc3ccccc3)n(C)c2=O)cc1,11,-9,5,1,-1,-31,15,21,-6,9,-5
O=C(N/N=C/c1ccc2c(c1)OCO2)c1cc(-c2ccccc2)nc2ccccc12,-3,0,9,-20,-11,-2,-14,-9,17,3,15
Cc1cccc(N2C(=O)CC(Cn3nc(C)cc3C)C2=O)c1 (stereo not drawn),-10,3,20,-7,15,4,0,9,19,12,8
O=C(CSc1nc2ccc(Nc3nc(N4CCOCC4)nc(N4CCOCC4)n3)cc2s1)NCc1ccco1,-8,-7,-4,-3,-14,-18,15,15,-7,-8,-5
O=C(O)c1nn(-c2ccc(F)cc2)ccc1=O,-8,-7,12,7,0,6,-7,-6,-2,-2,-1
C[C@H](CO)N1C[C@H](C)[C@@H](CN(C)S(=O)(=O)c2ccc(F)cc2)Oc2c(NC(=O)NC3CCCCC3)cccc2C1=O,10,-10,3,2,29,-17,-4,-8,-9,-14,3
Cc1cc2c(OCC(O)CN3CCCC3)cccc2[nH]1 (stereo not drawn),-13,-6,-17,-5,3,6,7,6,15,-25,-3
CCNC(=O)c1sc(-c2ccccc2)nc1C,-13,2,-32,4,-9,-4,-25,-26,-58,-24,1
COc1ccc(-c2ccc3sc4ccccc4c(=O)c3c2)cn1,-46,-4,-93,-40,-84,66*,-76,11,-101,-46,-1
O=C1OC(Sc2ccccc2)(c2ccccc2)c2ccccc21 (stereo not drawn),-1,1,0,4,11,-8,-26,13,-2,-11,-5
O=C(CNC(=O)C1CCCCC1)OCC(=O)c1ccc(Cl)s1,-12,0,0,-8,14,4,-12,-1,-5,2,-11
O=C(Nc1ccc(-c2cn3c(n2)SCC3)cc1)c1ccc2ccccc2n1,5,2,-17,10,-3,24,27,23,-64,-3,-12
Cn1cc(/C=C(\NC(=O)c2ccccc2Cl)C(=O)N2CCOCC2)c2ccccc21,13,0,-12,5,8,-4,-10,-3,8,10,5
O=[N+]([O-])c1ccccc1S(=O)(=O)N1CCCC(C(F)(F)F)C1 (stereo not drawn),-4,5,10,1,13,0,-11,-5,10,1,-8
COc1ccc(S(=O)(=O)CCC(=O)N2CCN(c3ccccc3F)CC2)cc1,5,-9,9,0,-1,-4,25,6,14,5,0
O=C(c1cc2nc(C3CC3)cc(C(F)F)n2n1)N1CCOCC1,6,-2,-13,2,-4,5,-10,-2,-21,-13,3
Cn1ccnc1C1CCCCN1Cc1nc(-c2ccc3c(c2)OCO3)no1 (stereo not drawn),13,6,7,3,11,21,16,-8,12,-8,2
CC(C)CC(=O)N1CCN(Cc2ccccc2[N+](=O)[O-])CC1,-12,10,4,2,10,-1,-5,-14,4,3,.
CN(CC(=O)N1CCCCCC1)S(=O)(=O)c1ccc(F)cc1,-24,0,-43,-11,-35,11,-5,-14,-45,-49,-6
CC1(C)CC2CC(C)(CN2C(=S)Nc2ccccc2)C1 (stereo not drawn),5,-1,-19,-11,15,-3,0,2,15,-4,0
CCNC(=O)c1ccc(-n2nc(C(F)(F)F)c3c2CCCC3)cc1,4,-5,6,11,11,9,19,-5,8,-24,-6
O=[N+]([O-])c1ccc(-c2csc(N3CCCCCC3)n2)cc1,-11,18,-33,-30,-42,10,-43,-17,-9,4,19
COc1ccccc1NC(=O)C(=O)N/N=C/c1ccc([N+](=O)[O-])s1,10,-4,-6,-19,15,16,16,4,15,2,1
CCCc1nc2ccc(Br)cn2c1Cc1cccc(Cl)c1,0,-2,8,.,-36,4,9,-20,-33,-24,.
COc1ccc(C2CC(c3cccs3)=NN2S(=O)(=O)c2ccc(C)cc2)cc1 (stereo not drawn),-4,-8,-8,-11,8,7,-27,3,-13,1,-2
CC/C(=N\NC(=O)c1ccncc1)C12CC3CC(CC(C3)C1)C2,1,0,-10,-7,-3,1,13,-13,-14,-5,0
CC1(C)CC(=O)C=C(NCCc2c[nH]c3ccccc23)C1,3,0,2,.,-6,-16,2,-9,4,15,.
O=C(NC1CCCCC1)C1CCCN1C(=O)Nc1ccccc1 (stereo not drawn),-26,-4,-8,-5,-9,-12,0,11,11,-4,-6
O=C(NC1CCCCC1)c1cccc(Cn2cc(Cl)cn2)c1,8,-17,2,10,-6,-5,-14,-9,3,-1,-7
O=C1c2ccccc2C(=O)N1CCN1CCCCC1,-7,1,-9,0,20,1,16,0,10,-17,-2
O=C1c2ccccc2C(=O)c2c1cccc2N(CCO)CCO,0,-3,1,4,7,8,-30,2,-1,12,-7
O=C(C1CC1)N1N=C2CCCCC2C1(O)C(F)(F)F (stereo not drawn),8,2,8,0,21,-3,20,-4,-7,-14,-2
O=C1CCC(c2ccccc2)N1C(=O)c1cccnc1 (stereo not drawn),2,-7,-3,3,-12,-8,0,9,11,0,-10
Cc1ccc(-c2nc3c4ccccc4ccn3c2Cc2cccc(Cl)c2)cc1,4,-14,.,.,.,0,-25,17,5,-20,.
COC(CNC(=O)c1c[nH]c2ccc(S(=O)(=O)N3CCOCC3)cc2c1=O)OC,2,3,-5,0,8,-6,11,-4,20,-1,-2
Cc1nn(C)c(C(=O)NC(=S)Nc2ccc([N+](=O)[O-])cc2)c1Cl,-13,-5,-45,-4,-10,-3,-71,-32,-3,-1,-14
Cc1cc(C(=O)N2CCC2(C)C(=O)Nc2cccc3c2CCCC3)nn1C (stereo not drawn),10,1,-12,.,-7,-23,-9,-1,10,3,.

# An excerpt of these results, bar-delimited:
canonical_smiles | NR2F2 inh | NOD2 RIPK2 PPI | SRC1 inh | LMP1 NFkB inh | NCOA3 inh | TRAIL sens C8 | TROY NFkB inh | TWEAK Fn14 block | NR5A2 inv ag | NCOA2 inhibitor | TLR9-MyD88 inh
CC/C(=N\NC(=O)c1ccncc1)C12CC3CC(CC(C3)C1)C2 | 1 | 0 | -10 | -7 | -3 | 1 | 13 | -13 | -14 | -5 | 0
CC1(C)CC(=O)C=C(NCCc2c[nH]c3ccccc23)C1 | 3 | 0 | 2 | . | -6 | -16 | 2 | -9 | 4 | 15 | .
O=C(NC1CCCCC1)C1CCCN1C(=O)Nc1ccccc1 (stereo not drawn) | -26 | -4 | -8 | -5 | -9 | -12 | 0 | 11 | 11 | -4 | -6
O=C(NC1CCCCC1)c1cccc(Cn2cc(Cl)cn2)c1 | 8 | -17 | 2 | 10 | -6 | -5 | -14 | -9 | 3 | -1 | -7
O=C1c2ccccc2C(=O)N1CCN1CCCCC1 | -7 | 1 | -9 | 0 | 20 | 1 | 16 | 0 | 10 | -17 | -2
O=C1c2ccccc2C(=O)c2c1cccc2N(CCO)CCO | 0 | -3 | 1 | 4 | 7 | 8 | -30 | 2 | -1 | 12 | -7
O=C(C1CC1)N1N=C2CCCCC2C1(O)C(F)(F)F (stereo not drawn) | 8 | 2 | 8 | 0 | 21 | -3 | 20 | -4 | -7 | -14 | -2
O=C1CCC(c2ccccc2)N1C(=O)c1cccnc1 (stereo not drawn) | 2 | -7 | -3 | 3 | -12 | -8 | 0 | 9 | 11 | 0 | -10
Cc1ccc(-c2nc3c4ccccc4ccn3c2Cc2cccc(Cl)c2)cc1 | 4 | -14 | . | . | . | 0 | -25 | 17 | 5 | -20 | .
COC(CNC(=O)c1c[nH]c2ccc(S(=O)(=O)N3CCOCC3)cc2c1=O)OC | 2 | 3 | -5 | 0 | 8 | -6 | 11 | -4 | 20 | -1 | -2
Cc1nn(C)c(C(=O)NC(=S)Nc2ccc([N+](=O)[O-])cc2)c1Cl | -13 | -5 | -45 | -4 | -10 | -3 | -71 | -32 | -3 | -1 | -14
Cc1cc(C(=O)N2CCC2(C)C(=O)Nc2cccc3c2CCCC3)nn1C (stereo not drawn) | 10 | 1 | -12 | . | -7 | -23 | -9 | -1 | 10 | 3 | .

# More records follow.
SMILES,NR2F2 inh,NOD2 RIPK2 PPI,SRC1 inh,LMP1 NFkB inh,NCOA3 inh,TRAIL sens C8,TROY NFkB inh,TWEAK Fn14 block,NR5A2 inv ag,NCOA2 inhibitor,TLR9-MyD88 inh
Cc1ccc(-c2cc(C(=O)NCC3CCCO3)c3ccccc3n2)cc1C (stereo not drawn),-4,-11,4,-3,15,-7,5,11,-5,-39,-3
COc1ccc(OC)c(NC(=O)CSc2nnc(Cc3cccn3C)n2-c2ccc(F)cc2)c1,-3,-15,8,-27,-13,2,-11,36,9,10,5
O=[N+]([O-])c1cccnc1N1CCN(c2ccc(F)cc2)CC1,-20,-9,-4,-4,-8,24,6,5,-12,-3,2
N#Cc1ccccc1OCC(=O)NNC(=O)CNC(=O)c1ccc(Br)o1,12,5,-2,-5,-9,11,3,19,-1,-25,6
Cc1onc(-c2ccccc2Cl)c1C(=O)Nc1cccnc1,-20,-7,-18,6,-14,2,-6,-3,-19,-3,-53

# These rows are one share of the data; count on the stated rates, not on these rows.
